Screens as filed in PubChem BioAssay.
HP1b binding inh – HP1-beta chromodomain-methylated histone interaction inhibition | AlphaScreen HP1-beta / biotin-H3K9me3 peptide binding | Potency, µM (highest dose often 114 µM), for inactives: top-dose activity change, negative = inhibition, actives largely listed as inhibitors | 0.56% of 390,000 active; also: potency is read from the fitted curve at half-maximal effect; nearly all actives have a fitted effect of over 70% in size; inactives centre near 23
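Compound inhibition of the preformed complex between 50 nM HP1-beta and 50 nM biotinylated H3K9me3 peptide was read by AlphaScreen. Buffer was PBS pH 7.4 with 0.01% Tween-20. Incubations ran 30 min at room temperature, with 10 ug/mL donor/acceptor beads.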
PI4K2A inh – inhibitors of human PI4K2A; 0.13% of 420,000 active; activity change, negative = inhibition, % at 76.9 µM; Q9BTU6; purified PI4K2A, ADP-Glo luminescence, 1 h; active compounds read low; in the data active = activity change below about -50%; inconclusive = mostly about -30% to -49%;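 also: -100% = wells without enzyme as full effect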
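Compounds are screened against recombinant PI4K2A using PI as substrate and ATP, the latter dispensed at 300 microM. Reactions run one hour at ambient temperature before ADP-Glo detection; full inhibition defined by wells lacking enzyme.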
POLH inh – blocks human DNA polymerase eta activity; Q9Y253; recombinant Pol eta, fluorescent DNA replication assay; Potency, µM (titrated, usually from 114 µM), without a hit: top-dose activity change, negative = inhibition, hits mostly inhibitors; 1.2% of 390,000 active; AID 588591; also: potency is read from the fitted curve at half-maximal effect; % is scaled to controls: 0 for no effect and ±100 for the full control effect
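Pol eta (10 nM) was preincubated with compounds for 15 min at room temperature, after which fluorescent replication substrate (50 nM final) was added to start the reaction. Fluorescence was read kinetically at 0 and 10 min.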
G9a block – G9a (human) methyltransferase inhibition; Potency, µM (top dose mostly 102 µM), for the others: at the highest dose activity, negative = inhibition, hits mostly inhibitors; G9a H3K9 monomethylation, AlphaScreen, 2 h; 8.8% of 350,000 active; Q96KQ7; also: potency is read from the fitted curve at half-maximal effect; % is scaled to controls: 0 for no effect and ±100 for the full control effect; nearly all actives have a fitted effect of over 75% in size
Target sequence (Q96KQ7 913-1193 limits assumed): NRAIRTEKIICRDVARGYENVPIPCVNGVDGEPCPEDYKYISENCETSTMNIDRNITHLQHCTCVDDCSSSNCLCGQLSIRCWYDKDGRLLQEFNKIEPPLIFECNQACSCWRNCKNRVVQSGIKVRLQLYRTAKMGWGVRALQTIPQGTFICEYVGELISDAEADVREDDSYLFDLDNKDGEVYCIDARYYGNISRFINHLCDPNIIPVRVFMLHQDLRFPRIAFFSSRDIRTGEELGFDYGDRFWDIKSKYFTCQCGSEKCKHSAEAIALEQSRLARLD
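G9a (20 nM) preincubated 15 min RT with compounds, then 500 nM biotinylated H3K9 peptide and 20 uM SAM added; 2 h RT reaction. Monomethyl-H3K9 product detected by AlphaScreen with anti-H3K9me1 antibody, streptavidin donor and anti-rabbit IgG acceptor beads.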
Tb PGK inh – blocks T. brucei phosphoglycerate kinase; P07378; PGK/GAPDH coupled, Kinase-Glo luminescence, 60 min; Potency, µM (doses to about 57.5 µM), for the others: at the top dose activity change, negative = inhibition, most hits filed as inhibitors; 0.043% of 380,000 active; also: potency is read from the fitted curve at half-maximal effect; % is scaled to controls: 0 for no effect and ±100 for the full control effect; nearly all actives have a fitted effect of over 60% in size
Target sequence (P07378 whole entry, looked up): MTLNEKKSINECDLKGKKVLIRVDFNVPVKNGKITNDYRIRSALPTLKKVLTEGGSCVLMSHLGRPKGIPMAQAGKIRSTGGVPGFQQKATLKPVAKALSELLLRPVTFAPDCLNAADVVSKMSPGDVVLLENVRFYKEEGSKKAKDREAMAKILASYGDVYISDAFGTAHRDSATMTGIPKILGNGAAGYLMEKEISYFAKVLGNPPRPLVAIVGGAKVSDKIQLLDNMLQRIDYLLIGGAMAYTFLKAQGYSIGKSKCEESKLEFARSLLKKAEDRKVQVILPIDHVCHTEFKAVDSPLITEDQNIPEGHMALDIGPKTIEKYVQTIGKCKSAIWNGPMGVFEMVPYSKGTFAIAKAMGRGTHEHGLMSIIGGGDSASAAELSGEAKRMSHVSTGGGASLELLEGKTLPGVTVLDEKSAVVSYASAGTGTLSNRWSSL
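Luminescent ATP detection (Kinase-Glo Plus) follows a 60-minute room-temperature incubation, with wells lacking PGK as controls. Buffer: 100 mM TEA (pH 7.6), 5 mM MgCl2, 0.01% Tween-20. Coupling enzyme GAPDH (100 nM final) supplies unstable 1,3-BPG in-well.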
JMJD2A Tudor – inhibitors of human JMJD2A Tudor domain. O75164. AlphaScreen JMJD2A-Tudor / H3K4me3 peptide binding. Potency, µM (titrated, usually from 114 µM), for the others: top-dose activity change, negative = inhibition, most hits filed as inhibitors. 4.4% of 390,000 active; also: potency is read from the fitted curve at half-maximal effect; % is scaled to controls: 0 for no effect and ±100 for the full control effect; nearly all actives have a fitted effect of over 50% in size
Pin1 inh – human Pin1 inhibition | Q13526 | Pin1 FP peptide displacement, HiFluor488, 10 min | Potency, µM (series often up to 115 µM), without a hit: at the highest dose activity, negative = inhibition, hits mostly inhibitors | 0.009% of 390,000 active; active = well fitted inhibition curve with a large enough effect in the polarisation, with a control signal flat, not every such curve was filed as active; inconclusive = small, poorly fitted or top-dose-only effect, or effect the other way, or a change in a side signal; inactive = no such curve, though single readings can be large or run the other way; the % refers to the polarisation; also: potency is read from the fitted curve at half-maximal effect; % is scaled to controls: 0 for no effect and ±100 for the full control effect
Target sequence (Q13526 whole entry, looked up): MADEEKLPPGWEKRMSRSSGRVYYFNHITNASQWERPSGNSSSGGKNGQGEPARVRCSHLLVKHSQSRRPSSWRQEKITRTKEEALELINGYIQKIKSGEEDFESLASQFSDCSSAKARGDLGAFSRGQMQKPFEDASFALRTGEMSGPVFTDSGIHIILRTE
BAZ2B block – inhibitors of human BAZ2B bromodomain | Q9UIF8 | AlphaScreen BAZ2B-H3K14Ac peptide displacement | Potency, µM (highest dose often 114 µM), without a hit: at the top dose activity change, negative = inhibition, hits mostly inhibitors | 4.4% of 360,000 active | AID 504333; also: potency is read from the fitted curve at half-maximal effect; % is scaled to controls: 0 for no effect and ±100 for the full control effect; nearly all actives have a fitted effect of over 60% in size
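AlphaScreen luminescence quantifies BAZ2B engagement of H3K14Ac peptide; the protein and biotinylated peptide are both at 50 nM final, buffer PBS pH 7.4 with 0.01% Tween-20, all steps at room temperature.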
GLS inh – blocks human kidney-isoform glutaminase activity. GLS enzymatic activity, qHTS titration. Potency, µM (titrated, usually from 45.5 µM), for the others: at the highest dose activity change, negative = inhibition, hits mostly inhibitors. 0.21% of 410,000 active; also: potency is read from the fitted curve at half-maximal effect; % is scaled to controls: 0 for no effect and ±100 for the full control effect
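hKGA in 45 mM KH2PO4 pH 8.2, 0.02% Tween-20 with pin-transferred compounds; 1 mM L-glutamine (stock) plus glutamate oxidase/HRP/Amplex Red coupling added. Fluorescence read initially and after 30 min at RT.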
Active calls of the source: *; i = inactive; ? = inconclusive; / = not tested or not shown; & = joins results of further samples; [ ] = remark or other dose. Unless noted, calls follow the shape of the dose curve; as a rule, active = well fitted curve in the direction sought with a large enough effect; inconclusive = small, poorly fitted or top-dose-only effect, or another doubt; inactive = no such curve, though single readings can be large; an effect the other way counts as inactive or inconclusive.

HP1b binding inh	PI4K2A inh	POLH inh	G9a block	structure	Tb PGK inh	JMJD2A Tudor	Pin1 inh	BAZ2B block	GLS inh
24%	5	-1%	27%	O=C(Cn1nnc(-c2ccccc2)n1)NCc1ccc2c(c1)OCO2	0%	-23%	1%	69%[activator]	-4%
41%[activator]	1	-19%	-11%	O=C(O)CC(NC(=O)C12CC3CC(CC(C3)C1)C2)c1cccc([N+](=O)[O-])c1 (stereo not given)	3%	8%	-14%	7%	-6%
33%	2	3%	11%[12.7 µM]	O=C(CCNC(=O)c1ccco1)NC(Cc1c[nH]c2ccccc12)C(=O)O (stereo not given)	-1%	-6%	1%	-5%	4%
2%	-8	-11%	-2%	Fc1cccc(/C=N/Nc2ccccn2)c1	-4%	-25%	1%	-19%	0%
24%	-2	-15%	5%[59 µM]	CCOC(=O)c1ccc(Nc2nc3ccc(C(=O)c4ccccc4)cc3n3c(C)nnc23)cc1	7%	-14%	10%	13%	-5%
31%	-1	-1%	2%[59 µM]	COc1cccc(CNC(=O)C2CCN(c3cnccn3)CC2)c1	2%	-14%	-4%	2%	0%
30%	-1	-13%	0%[0.501 µM]	COC(=O)NC(NC(=S)Nc1cccc(C)c1)C(Cl)(Cl)Cl (stereo not given)	i	-9%[57.1 µM]	-9%	-1%	-7%
25%	4	-9%	-17%[59 µM]	COc1cccc(CNS(=O)(=O)c2ccc3c(c2)C(C(C)C)C(=O)N3)c1 (stereo not given)	-5%	-18%	2%	-3%[57.1 µM]	-3%
34%[activator]	-10	-6%	/	COC(=O)c1ccccc1NC(=O)CN(c1c(C)cccc1C)S(C)(=O)=O	-3%	-5%	3%	-7%	3%
8%	-1	5%	7%[0.501 µM]	CCN(C1CCS(=O)(=O)C1)S(=O)(=O)c1cc(C)ccc1C (stereo not given)	6%	-16%	-4%	-2%	3%
4%	-5	-9%	-45%	CCN(C(=O)COC(=O)c1ccco1)c1c(N)n(Cc2ccccc2)c(=O)[nH]c1=O	-4%	-1%	-6%	11%	-4%
11%	1	-18%	?	COc1ccc(-n2ccnc(NCc3cccs3)c2=O)cc1OC	7%	-3%	5%	-27%	0%
35%	-1	-13%	/	O=C(COC(=O)c1ccc([N+](=O)[O-])cc1)NCCC1=CCCCC1	-11%	6%	0%	/	0%
50%[activator]	4	-10%	6%[12.7 µM]	O=C(CSc1nnc(-c2ccccn2)n1Cc1ccccc1)Nc1ccc2c(c1)OCO2	-1%	-11%	-4%	-6%	11%
30%	0	-17%	-5%[0.501 µM]	COc1ccc(Cl)cc1NC(=O)CN(C)C(=O)Cc1n[nH]c(=O)c2ccccc12	-2%	-8%	2%	7%	0%
116%[activator]	7	-14%	9%[12.7 µM]	CCOc1ccccc1OCCOc1ccc(F)cc1	6%	46%[activator][57.1 µM]	2%	114%[activator]	-1%
2%	-2	-19%	/	COc1ccc(NS(=O)(=O)c2cc(NC(=O)c3ccc(Cl)cc3)ccc2N2CCOCC2)cc1	11%	-29%	18%	/	10%
-3%	-16	-19%	26%	O=C(NNS(=O)(=O)c1ccccc1)C1CC(c2cccnc2)=NO1 (stereo not given)	-1%	?	-3%	-6%	2%
-1%	1	-7%	?	CC(C)(C)c1csc(Sc2ncccc2[N+](=O)[O-])n1	2%	?	0%	?	-3%
31%	2	-18%	/	COc1ccc(NC(=O)NNC(=O)COc2ccc3cc(Br)ccc3c2)cc1	-9%	-2%	-2%	-11%	-6%
60%[activator]	-3	-23%	-1%[59 µM]	Cc1ccc(NC(=O)C2CCCN(c3ncnc4onc(C)c34)C2)cc1Cl (stereo not given)	-5%	-8%	?	50%[activator][57.1 µM]	-2%
23%	3	-1%	1%	COc1ccc(OC)c(NC(=O)c2[nH]c(C)c(C(C)=O)c2C)c1	-3%	-8%	-6%	3%	8%
41%[activator]	-2	-21%	24%	CC(=O)Nc1ccc(S(=O)(=O)Nc2cccc(C(=O)NC(C)(C)C)c2)cc1	0%	0%	2%	-6%	-1%
20%	15	13%	9%[12.7 µM]	CCNC(=O)Cn1cnc2c1c(=O)n(C)c(=O)n2C	-7%	4%	3%	-2%	10%
31%	-1	6%	4%[59 µM]	CCc1[nH]nc2c1C1(CCN(C(=O)c3ccccc3)CC1)C(C#N)=C(N)O2	-2%	-7%	-7%	7%	76%[activator]
48%[activator]	4	-5%	7%	COc1ccc(S(=O)Cc2ccc(C(=O)N3CCN(C(=O)c4ccco4)CC3)o2)cc1 (stereo not given)	-9%	1%	-10%	-3%	-19%
36%	3	11%	14µM*	COC(=O)C1=NN(N=O)C2(CC(=O)N(c3cc(C)cc(C)c3)C2=O)C1 (stereo not given)	1%	?	0%	-2%	/
14%	-16	-4%	32µM*	Cc1ccc(CN(Cc2ccco2)C(=S)NCC(=O)O)cc1	7%	-13%	-4%	-6%	6%
28%	-3	-20%	-3%[12.7 µM]	CN=C(C)C1=C(O)C(C(=O)OC)C(C)(C)CC1=O (stereo not given)	1%	6%	-4%	0%	-7%
19%	2	-4%	-3%	O=C(NCCCN1CCOCC1)c1ccc(CNS(=O)(=O)c2ccc(F)cc2)cc1	-4%	-8%	-4%	1%	5%
15%	-2	/	-5%[59 µM]	CCn1c(C(=O)NCc2ccc(OC(C)C)cc2)cc2oc3ccccc3c21	/	-33%	-16%	-18%	7%
64%&54%[activator]	6&-1	-3%	4%&20%[59 µM]	Cc1ccccc1N1CCN(S(=O)(=O)c2ccccc2)CC1	-3%	35%&13%	16%&-4%	28%&24%	-6%&-21%
4%	0	-13%	?	CCCCNC(=S)Nc1ccc2[nH]c(=O)[nH]c2c1	-10%	-25%	-2%	-5%	-5%
21%&12%	-1&1	-2%&0%	10%	COc1ccc(NC(=O)CCNS(=O)(=O)c2cccc3nsnc23)cc1	-4%&-4%	-18%&-19%	1%&2%	-13%&-2%	6%&1%
86%[activator]	-2	-13%	53%[activator][59 µM]	CCc1ccc(CN(Cc2ccco2)C(=O)c2ccc(C)cc2)cc1	-7%	37%[activator]	11%	54%[activator]	-4%
23%	-4	-8%	?	COc1ccc(C2C(C(=O)c3ccccc3)=C(C)Nc3nc4ccccc4n32)cc1OC (stereo not given)	-2%	-27%	-5%	-2%	2%
44%[activator]	10	-11%	8%[59 µM]	CC(=O)N(C)c1ccc(N=Nc2c(C)[nH]n(C(N)=S)c2=O)cc1	-3%	-15%	9%	-13%	-5%
32%	-6	-12%	5%	O=S(=O)(NC1CCCCC1)c1ccc(F)c2ccccc12	9%	3%	1%	8%	-1%
12%	-1	-16%	?	CN(Cc1nc2c(s1)CCCC2)C(=O)CCc1nnc(-c2ccc3c(c2)OCO3)o1	5%	17%	3%	-11%	-13%
25%	3	-15%	/	CC(=O)Oc1ccc(C#C/C=C2\c3ccccc3C(=O)N2c2ccccc2)cc1	0%	-28%	23%	/	-2%
18%	1	3%	1%	COc1ccccc1NC(=O)N1c2ccccc2NC(=O)CC1C (stereo not given)	4%	-3%	-2%	2%	5%
21%	4	-20%	?	Cc1cc(C)c2nc(N3CCCC(C(=O)N4CCC(C(N)=O)CC4)C3)sc2c1 (stereo not given)	1%	-13%	6%	-24%	3%
9%	0	-2%	?	CCOc1cc2[nH]c(=S)n(CCCN(CC)CC)c(=O)c2cc1OCC	-7%	?	0%	-4%	-9%
37%	-8	-15%	269%[activator]	COc1ccc(/C(N)=N/OC(=O)CCc2ccccc2)cc1	2%	2%	2%	173%[activator]	-3%
20%	2	2%	15%[59 µM]	Cn1c(NC(=O)c2ccccc2)c(-c2cccs2)c(=O)c2ccccc21	-4%	-12%	15%	7%	15%
16%	11	2%	24%[2.33 µM]	CSCCC(NS(=O)(=O)c1cccs1)C(=O)NCc1cccs1 (stereo not given)	-4%	-21%	-1%	4%	4%
63%[activator]	-2	-15%	-4%[59 µM]	O=C(Nc1nc(-c2ccc(Cl)cc2Cl)cs1)C1CCCO1 (stereo not given)	7%	27%	1%	13%	11%
-32%	17	-15%	2.8µM*	Cc1ccccc1CN1CCN(Cc2ccccc2C(F)(F)F)CC1	-3%	2.8µM*	-7%	28µM*	5%
22%	1	-20%	-6%[59 µM]	Cc1ccc(Nc2c(-c3ccncc3)nc3ccc(C)cn23)cc1	5%	-5%	0%	-25%	16%
7%	-11	-5%	?	O=C(c1ccc2c3c(cccc13)C(=O)N(O)C2=O)N1CCCCC1	-5%	-17%	13%	-4%	2%
29%	9	-9%	/	COc1ccccc1CN(C)C(=O)COC(=O)c1ccc(Cl)nc1	-7%	4%	-9%	/	-12%
35%	8	7%	-10%[59 µM]	CCCC1CCC(C2=N/C(=C\c3ccc(OC)c(OC)c3)C(=O)O2)CC1 (stereo not given)	-8%	-13%	-1%	2%	1%
34%	0	-11%	45µM*	COC(=O)c1ccc2[nH]c([C@H](C)O)c([C@H](C)O)c2c1	-8%	-18%	10%	-35%	1%

An excerpt; count on the stated rates, not on these rows.
